Screening results deposited in PubChem BioAssay by several laboratories.
KCNQ1 inh – blocks the human KCNQ1 potassium channel | B-score at 10 µM | CHO-K1 KCNQ1, FluxOR thallium flux fluorescence; hits give high values | actives 1.3% (n = 310,000);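 active = compounds whose thallium flux B-score, printed positive for inhibition, exceeds three library SD while starting fluorescence stays within three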;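 also: channel opened by potassium depolarization with thallium stimulus after 20 min compound exposure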
Target sequence (P51787 whole entry, looked up): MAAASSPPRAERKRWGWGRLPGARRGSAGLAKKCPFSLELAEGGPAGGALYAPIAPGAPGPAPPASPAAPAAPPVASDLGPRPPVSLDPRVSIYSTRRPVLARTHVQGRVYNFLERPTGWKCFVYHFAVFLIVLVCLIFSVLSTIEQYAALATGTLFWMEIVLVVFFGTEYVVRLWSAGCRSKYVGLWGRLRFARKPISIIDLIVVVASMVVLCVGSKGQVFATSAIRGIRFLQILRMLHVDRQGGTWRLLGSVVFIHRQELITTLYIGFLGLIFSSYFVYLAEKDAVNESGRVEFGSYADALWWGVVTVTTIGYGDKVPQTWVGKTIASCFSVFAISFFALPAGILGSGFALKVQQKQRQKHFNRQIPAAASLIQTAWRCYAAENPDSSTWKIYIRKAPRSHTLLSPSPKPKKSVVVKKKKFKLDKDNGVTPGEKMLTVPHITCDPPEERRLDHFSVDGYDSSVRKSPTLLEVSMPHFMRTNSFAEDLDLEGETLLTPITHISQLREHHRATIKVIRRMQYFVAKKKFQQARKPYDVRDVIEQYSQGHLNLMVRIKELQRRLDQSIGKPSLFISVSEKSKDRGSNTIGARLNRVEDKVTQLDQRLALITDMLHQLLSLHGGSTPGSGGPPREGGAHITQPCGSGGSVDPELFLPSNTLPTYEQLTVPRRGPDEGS
PolyA inhibitor – inhibitors of polyadenylation in S. cerevisiae; AID 1875; S. cerevisiae SKY197-pL101 polyadenylation reporter, beta-gal luminescence; efflux-impaired pdr1/pdr3 knockout yeast; score 100 = 6 SD above DMSO; calls only at 12 µM; actives 0.02% (n = 300,000);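 active = lowest replicate activity score at least 50, where 100 means six control SD above control mean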;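 also: yeast exposed to compound for 9 h at 30 °C; higher score means more reporter readthrough which indicates perturbed polyadenylation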
TRPC4 block – TRPC4 (mouse) channel inhibition; actives 0.39% (n = 300,000); B-score at 10 µM; Q9QUQ5; HEK293 TRPC4beta/mu-opioid, DAMGO-evoked Fluo4 calcium flux; hits give low values;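 active = B-score over 3 SD under the library average, no early fluorescence shift, positive overall ratio signal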
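Assay system: TRPC4beta/mu-opioid receptor HEK293 cell line; compound dosing: single concentration per test compound; detection: Fluo4 Ca2+ flux fluorescence; evaluation: per-well B score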
KCNK3 inh – human KCNK3 channel inhibition, primary screen. B-score at 10 µM. actives 0.84% (n = 340,000). O14649. CHO-KCNK3 thallium flux, FluxOR fluorescence; hits give low values;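 active = B-score under library mean minus 4 SD, starting fluorescence ratio at most library mean plus 5 SD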;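 also: more negative B-score means stronger inhibition of thallium flux through KCNK3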
Target sequence (O14649 whole entry, looked up): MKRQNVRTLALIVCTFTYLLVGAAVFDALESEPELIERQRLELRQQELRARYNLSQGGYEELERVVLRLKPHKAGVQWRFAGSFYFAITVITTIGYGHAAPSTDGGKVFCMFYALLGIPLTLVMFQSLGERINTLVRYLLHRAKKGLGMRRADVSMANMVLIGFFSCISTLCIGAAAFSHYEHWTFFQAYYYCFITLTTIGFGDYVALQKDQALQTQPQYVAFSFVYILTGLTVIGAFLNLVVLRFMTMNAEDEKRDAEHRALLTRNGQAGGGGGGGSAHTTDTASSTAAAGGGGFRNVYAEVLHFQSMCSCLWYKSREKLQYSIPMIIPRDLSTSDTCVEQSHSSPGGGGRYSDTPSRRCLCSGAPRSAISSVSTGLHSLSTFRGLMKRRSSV
TRPC4 potent – allosteric potentiators of mouse TRPC4 channel; actives 0.42% (n = 310,000); B-score at 10 µM; AID 2227; HEK293 TRPC4beta/mu-opioid, DAMGO EC20, Fluo-4 Ca2+ flux; hits give high values;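 active = B-score of calcium response area above 5 SD of library B-scores, with initial fluorescence ratio within 5 SD of library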;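 also: B-score of integrated fluorescence ratio over time as area under calcium response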
KCNQ1 act – human KCNQ1 channel potentiation or activation; CHO-K1 KCNQ1, thallium flux FluxOR fluorescence; hits give high values; B-score at 10 µM; actives 0.35% (n = 310,000); AID 2648;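 active = fluorescence ratio B-score, a plate-corrected score, at least three library SD, with initial intensity B-score within 5 SD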
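Doses: Single concentration per compound, DMSO matched to controls | Test system: KCNQ1-transfected CHO-K1 cells | Timing: 90 min dye loading and 20 min compound exposure, both at room temperature | Measured by: Kinetic FluxOR thallium fluorescence, 10-s 1-Hz baseline, 110-s post-stimulus read | Medium: Assay buffer with matched DMSO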
Platelet DG rel – platelet dense granule release activity | actives 0.22% (n = 300,000) | inhibition, %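 (compounds screened at 7.5 µM in platelet-rich plasma)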 | AID 1663 | human platelet-rich plasma, SFLLRN dense granule ATP release, luminescence;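 active = mean replicate score, as percent of positive control, at or above 50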
DYRK1A inh – Dyrk1A (rat) kinase inhibition | Q63470 | ADP-Glo luminescence, NFATc1 peptide | inhibition, % at 12.5 µM | actives 0.43% (n = 310,000) | AID 504441; in the data active = inhibition above about 50%;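 also: plate controls were vehicle with enzyme for no effect and no enzyme for full effect; many of its hits are not listed in these tables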
KCNK9 inh – human KCNK9 channel inhibition; AID 488922; Q9NPC2; actives 1.2% (n = 310,000); HEK293 KCNK9, FluxOR thallium flux fluorescence; hits give low values; B-score at 10 µM;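 active = ratio B-score over 3 SD below the library mean, with starting fluorescence within 5 SD of its mean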;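 also: negative B-score means less thallium flux so channel inhibition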
hERG rescue – shields human hERG channel from block by proarrhythmic agents; CHO-hERG, FluxOR thallium flux, dofetilide IC70 present; activation (rescue from dofetilide block), less the hit threshold, % at 10 µM; actives 0.51% (n = 310,000); Q12809;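 active = activation above the mean of controls blocked by dofetilide plus 5 SD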;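 also: thallium influx through hERG after potassium depolarization seen as dye fluorescence rise; in these data hits start at about 4.7%; inactives centre near -7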
TRPC4 act – activators of mouse TRPC4 channel | Q9QUQ5 | HEK293 TRPC4beta/mu-opioid, Fluo4 calcium fluorescence; hits give high values | B-score at 10 µM | actives 0.49% (n = 310,000) | AID 2237;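 active = B-score above 5 SD of library B-scores, and initial fluorescence ratio not above library mean plus 5 SD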;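 also: positive B-score marks a calcium rise read as TRPC4 activation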
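system = HEK293 cells stably co-expressing mouse TRPC4beta and mu-opioid receptor | schedule = Fluo4 dye loading 45 min at room temperature, 110 s recording | measure = B-scored integrated calcium fluorescence ratio | signal = Fluo4 calcium-sensitive dye fluorescence, kinetic, 1 Hz baseline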
* marks the source's active call; other numbers are inactive results; i = inactive; / = no result given.

smiles,KCNQ1 inh,PolyA inhibitor,TRPC4 block,KCNK3 inh,TRPC4 potent,KCNQ1 act,Platelet DG rel,DYRK1A inh,KCNK9 inh,hERG rescue,TRPC4 act
CN1CCN(C(=O)c2cc3ccccc3[nH]2)CC1,i,i,i,i,i,i,-2,-3,i,-5,i
COCCNC(=O)CSc1nc(N)c(NC(=O)c2ccccc2F)c(=O)[nH]1,i,i,i,i,i,i,-7,-1,i,-3,i
O=C(c1ccc(C(F)(F)F)cc1)N1CCC(=O)N(C(COCc2ccccc2)Cc2ccccc2)CC1 (centres undefined),i,i,i,i,i,i,-6,-1,i,-8,i
COc1ccc(C(=O)N/N=C\c2coc3ccc(Cl)cc3c2=O)cc1,i,i,i,i,i,i,1,0,i,-18,i
Cc1c(NC(=O)Nc2ccc(C(C)(C)C)cc2)c(=O)n(-c2ccccc2)n1C,i,i,i,i,i,i,-15,-4,i,-5,i
COc1cc(OC)c(OC)cc1CNC(=O)c1ccc(COc2ccccc2)cc1,i,i,i,i,i,i,10,-3,i,-2,i
Cc1ccc(CNn2cnnc2SCc2ccc(F)cc2)cc1,i,i,i,i,i,i,-8,7,i,-7,i
Cc1ccc(OCCCCCN2CCOCC2)c(Cl)c1,i,i,i,i,i,i,8,-3,i,-8,i
CCc1ccc(N2CC(C(=O)N3CCCCCC3)CC2=O)cc1 (centres undefined),i,i,i,i,i,i,1,-4,i,-2,i
O=C(NCC1(N2CCCCC2)CCCCC1)c1ccc(S(=O)(=O)N2CCCC2)cc1,i,i,i,i,i,i,-3,8,i,-16,i
O=C(c1ccco1)N(CCC(c1ccccc1)c1ccco1)Cc1ccc(F)cc1 (centres undefined),i,i,i,-11*,i,i,1,0,-14*,-19,i
CCc1ccc(NC(=O)CSc2nc3ccccc3c(=O)n2CCCN2CCC(C)CC2)cc1,i,i,i,i,i,i,4,1,i,-23,i
Cc1ccc(CCN2CC(C(=O)NCCCN3CCN(C)CC3)CC2=O)cc1 (centres undefined),i,i,i,i,i,i,5,0,i,-15,i
COc1ccccc1CNC(=O)COC(=O)c1cccc(S(=O)(=O)N2CCCCC2)c1,i,i,i,i,i,i,-16,12,i,-9,i
COc1ccc(-c2cc(-c3ccccc3)nc(Cl)n2)cc1OC,8*,i,i,i,i,i,-2,3,i,-6,i
COc1cccc(C2Oc3ccccc3C3CC(c4cccs4)=NN32)c1 (centres undefined),i,i,i,i,i,i,4,/,-12*,-9,i
Cc1nc2nc(CSc3nc4ccccc4s3)cc(=O)n2[nH]1,i,i,i,i,i,i,-3,5,i,-11,i
COC(=O)c1ccc(OCC(O)CN2CCOCC2)cc1 (centres undefined),i,i,i,i,i,i,-7,3,i,-10,i
CC(=O)c1cccc(NC(=O)COc2nsnc2N2CCOCC2)c1,i,i,i,i,i,i,-1,-11,i,1,i
Cc1oc(-c2ccc(Cl)cc2)cc1C(=O)O,i,i,i,i,i,i,10,5,i,-5,i

KCNK3 inh, hit marks shown above
compound,KCNQ1 inh,PolyA inhibitor,TRPC4 block,KCNK3 inh,TRPC4 potent,KCNQ1 act,Platelet DG rel,DYRK1A inh,KCNK9 inh,TRPC4 act
O=C(c1ccco1)N(CCC(c1ccccc1)c1ccco1)Cc1ccc(F)cc1 (centres undefined),i,i,i,-11*,i,i,1,0,-14*,i

More entries:
smiles,KCNQ1 inh,PolyA inhibitor,TRPC4 block,KCNK3 inh,TRPC4 potent,KCNQ1 act,Platelet DG rel,DYRK1A inh,KCNK9 inh,hERG rescue,TRPC4 act
Cc1ccc(SCCC(=O)N(C)CC(=O)Nc2c(C)cccc2C)cc1,i,i,i,i,i,i,13,-1,i,-3,i
Cc1ccc(/C=C2/C(=O)ON=C2c2ccccc2)o1,i,i,i,-10*,i,i,-4,2,i,-11,i
O=P(OCC1CC1)(c1ccccc1)c1ccccc1,i,i,i,i,i,i,21,-5,i,-6,i
Nc1c(C(=O)NCCc2ccc(Cl)cc2)sc2ccc(S(=O)(=O)N3CCCCC3)cc12,i,i,i,/,i,i,3,/,i,-10,i
Cc1cc(C)cc(NS(=O)(=O)c2c(C(=O)N3CCOCC3)c(C)n(C)c2C)c1,i,i,i,i,i,i,8,-3,i,-6,i
CCn1cc(CN2N=C(C)CC2c2ccccc2)c(C)n1 (centres undefined),i,i,i,i,i,i,0,-7,i,-2,i
Cc1cc(NC(=O)CSC2=NS(=O)(=O)c3ccccc3N2)no1,i,i,i,i,i,i,-1,-4,i,-10,i
CCOC(=O)c1c(NC(=O)CN2CCOCC2)sc2c1CC(C)(C)OC2,i,i,i,i,i,i,-2,4,i,-4,i
NC(=O)[C@@H]1CCOc2c(F)cc([N+](=O)[O-])cc2C(=O)N[C@@H](CO)C(=O)NCC(=O)N1,i,i,i,i,i,i,4,4,i,-7,i
CCOC(=O)c1nnn(-c2nonc2N)c1-c1ccc(Br)cc1,i,i,i,i,i,i,-4,2,i,-9,i
CCCCc1nc2ccccc2n1CC(=O)NN,i,i,i,i,i,i,25,-5,i,-14,i
COc1cccc2cc(-c3nnc(SCC(=O)NCCc4ccccc4)n3C)oc12,i,i,i,i,i,i,3,/,i,-5,i
CC(C)C(=O)N1CCN(CCN2C(=O)c3cccc4cccc(c34)C2=O)CC1,i,i,i,i,i,i,-8,4,i,-11,i
Cn1c(CNC(=O)c2ccccc2F)nnc1SCc1ccc(Cl)cc1,i,i,i,i,i,i,2,4,i,8.0*,i
O=C(NCCOC(=O)c1ccccc1C(=O)OCCNC(=O)c1cccnc1)c1cccnc1,i,i,i,i,i,i,0,2,i,-10,i
CNCCCOc1ccc(C(C)(C)c2ccccc2)cc1,i,i,i,/,i,i,1,/,i,-19,i
CC(=O)Oc1ccccc1C1=NN(C(=O)/C=C/c2ccccc2)C(c2ccccc2)C1 (centres undefined),i,i,i,i,i,i,3,-4,i,-9,i
COc1ccc(Cl)cc1C(=O)Nn1c(-c2cccs2)nc2ccccc2c1=O,i,i,i,i,i,i,-11,-4,i,-8,i
COC(=O)C(Cc1c[nH]c2ccccc12)NC(=O)C(C)C (centres undefined),i,i,i,i,i,i,3,-1,i,-6,i
COc1ccc(CCNC(=O)CCn2c(=O)[nH]c3cc(OC)c(OC)cc3c2=O)cc1OC,i,i,i,i,i,i,-2,0,i,-14,i

In another format: 4 of the compounds above
CCCCc1nc2ccccc2n1CC(=O)NN
  KCNQ1 inh: i	PolyA inhibitor: i	TRPC4 block: i	KCNK3 inh: i	TRPC4 potent: i	KCNQ1 act: i	Platelet DG rel: 25	DYRK1A inh: -5	KCNK9 inh: i	hERG rescue: -14	TRPC4 act: i
CCc1ccc(NC(=O)CSc2nc3ccccc3c(=O)n2CCCN2CCC(C)CC2)cc1
  KCNQ1 inh: i	PolyA inhibitor: i	TRPC4 block: i	KCNK3 inh: i	TRPC4 potent: i	KCNQ1 act: i	Platelet DG rel: 4	DYRK1A inh: 1	KCNK9 inh: i	hERG rescue: -23	TRPC4 act: i
CCOC(=O)c1c(NC(=O)CN2CCOCC2)sc2c1CC(C)(C)OC2
  KCNQ1 inh: i	PolyA inhibitor: i	TRPC4 block: i	KCNK3 inh: i	TRPC4 potent: i	KCNQ1 act: i	Platelet DG rel: -2	DYRK1A inh: 4	KCNK9 inh: i	hERG rescue: -4	TRPC4 act: i
O=C(NCCOC(=O)c1ccccc1C(=O)OCCNC(=O)c1cccnc1)c1cccnc1
  KCNQ1 inh: i	PolyA inhibitor: i	TRPC4 block: i	KCNK3 inh: i	TRPC4 potent: i	KCNQ1 act: i	Platelet DG rel: 0	DYRK1A inh: 2	KCNK9 inh: i	hERG rescue: -10	TRPC4 act: i

Other records
smiles,KCNQ1 inh,PolyA inhibitor,TRPC4 block,KCNK3 inh,TRPC4 potent,KCNQ1 act,Platelet DG rel,DYRK1A inh,KCNK9 inh,hERG rescue,TRPC4 act
Cc1cccc(C(=O)Oc2cccc3c(O)cccc23)c1,i,i,i,i,i,i,8,/,i,-4,i
O=C(O)c1cccnc1Sc1ncnc2sc3c(c12)CCC3,i,i,i,i,i,i,-1,5,i,-5,i
COc1ccc(CCNC(=O)C(CCC(N)=O)NS(=O)(=O)c2ccc(Cl)cc2)cc1OC (centres undefined),i,i,i,i,i,i,3,0,i,-11,i
COCc1[nH][nH]c(=O)c1C=Nc1ccc(Oc2ccccc2)cc1,i,i,i,i,i,i,1,0,i,-4,i
C=CCn1c(SCC(=O)NCCc2ccccc2)nnc1C1CC1,i,i,i,i,i,i,-4,/,i,-3,i
O=C1CCC(C(=O)OCC(=O)C23CC4CC(CC(C4)C2)C3)N1 (centres undefined),i,/,i,i,i,i,/,1,i,-1,i
COc1ccc(NC(=O)Cn2c(=O)oc3ccccc32)cc1,i,i,i,i,i,i,-3,14,i,-9,i
Cc1nn(-c2ccccc2)c(=O)c2noc(C)c12,i,i,i,i,i,i,/,-15,i,-8,i
COc1ccccc1CNC(=O)COC(=O)c1ncc(Cl)c(Cl)c1Cl,i,i,i,i,i,i,10,-1,i,-10,i
CCOC(=O)[C@@H]1[C@H]2COc3cc(OC)ccc3[C@@H]2N2C(=O)N(c3ccc(C(F)(F)F)cc3)C(=O)[C@]12C,i,i,i,i,i,i,0,0,i,-5,i
NC1C2CN(c3nc4c(cc3F)c(=O)c(C(=O)O)cn4-c3ccc(F)cc3F)CC12 (centres undefined),i,i,i,i,i,i,3,0,i,-3,i
O=C(CNC1CCCCC1)Nc1ccc([N+](=O)[O-])cc1C(=O)Nc1ccccc1F,i,i,i,i,i,i,-4,1,i,-11,i
CCOC(=O)c1cccc(NC(=O)CCS(=O)(=O)c2cccs2)c1,i,i,i,i,i,i,-14,0,i,-5,i
O=C(CSCc1ccccc1Br)N/N=C/c1ccc2c(c1)OCO2,i,i,i,i,i,i,0,30,i,-10,i
COc1cc(C(=O)NCCCNc2nc3cc(C)cc(C)c3cc2C#N)cc(OC)c1OC,i,i,i,i,i,i,3,2,i,-5,i
CC(C)C(=O)NC(=S)Nc1ccccn1,i,i,i,i,i,i,2,-6,i,-5,i
CCN(Cc1ccccc1)C(=O)CN1C(=S)NC(C)(C)CC1C (centres undefined),i,i,i,i,i,i,0,1,i,-4,i
COc1ccc(-c2cc(C(F)(F)F)n3nc(C(=O)O)cc3n2)cc1OC,i,i,i,i,i,i,-8,3,i,-5,i
Cc1cccc(C)c1NC(=O)CN1CCc2ccccc2C1,i,i,i,i,i,i,-6,1,i,-2,i

Some of the compounds tested (hit frequency here may not be typical).
